GAA inhib – inhibitors of human lysosomal alpha-glucosidase; P10253; purified human GAA, 4-MU-alpha-glucoside fluorescence; Potency, µM (top dose mostly 76.9 µM), without a hit: at the highest dose activity change, negative = inhibition, most hits filed as inhibitors; 200,000 compounds, 0.005% hits; AID 1466;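 also: plate controls were uninhibited enzyme wells for no effect and no-enzyme background for full effect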
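Read-out is 4-methylumbelliferone fluorescence (Ex 365/Em 440 nm) after NaOH/glycine stop at pH 10. Enzyme 4 nM, substrate 400 uM, pH 5.0 citrate buffer, 20 min room temperature; AC50 from Hill-equation concentration-response.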
RGS12 GoLoco inh – inhibitors of human Gai1-RGS12 GoLoco interaction (red fluorophore); Gai1:RGS12 GoLoco peptide FP, rhodamine, 10 min; Potency, µM (top dose mostly 61.6 µM), without a hit: top-dose activity, negative = inhibition, usual class: inhibitors; 230,000 compounds, 0.44% hits; AID 880; active = well fitted inhibition curve with a large enough effect, not every such curve was filed as active; inactive = no such curve, though single readings can be large or run the other way; also: % is scaled to controls: 0 for no effect and ±100 for the full control effect; nearly all actives have a fitted effect of over 30% in size; many of its hits are not listed in these tables
Target sequence (P63096 whole entry, looked up): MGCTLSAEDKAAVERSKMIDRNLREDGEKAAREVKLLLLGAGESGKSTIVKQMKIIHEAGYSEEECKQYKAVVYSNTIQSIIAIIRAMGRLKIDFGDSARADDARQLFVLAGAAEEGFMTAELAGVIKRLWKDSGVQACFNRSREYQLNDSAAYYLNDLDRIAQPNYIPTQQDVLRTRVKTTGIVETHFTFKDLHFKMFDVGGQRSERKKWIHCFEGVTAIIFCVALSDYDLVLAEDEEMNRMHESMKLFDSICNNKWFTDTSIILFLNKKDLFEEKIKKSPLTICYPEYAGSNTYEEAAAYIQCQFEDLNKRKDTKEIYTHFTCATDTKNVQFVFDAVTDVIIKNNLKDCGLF
IMPase Li cell – IMPase inhibition in cells with lithium potentiation; 210,000 compounds, 0.35% hits; CHO-M1 cells, IP1 TR-FRET (IP-One), carbachol + lithium; AID 1457; Potency, µM (titrated, usually from 59.4 µM), inactives show at the highest dose activity, negative = IMPase inhibition, usual class: inhibitors;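 also: IP1 builds up when IMPase is blocked and the TR-FRET signal falls; plate controls were basal vehicle for no effect and high inhibitor control for full effect; nearly all actives have a fitted effect of over 50% in size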
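Test compounds were applied to CHO-M1 cells previously cultured for 16–30 h at 2000 per well. A small lithium amount accompanied them; after 30 min at 37C, IP1 was quantified by TR-FRET.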
GAA spleen mod – lysosomal alpha-glucosidase (human) modulation. P10253. human spleen homogenate, 4-MU-alpha-glucoside fluorescence. Potency, µM (series often up to 79.9 µM), for the others: at the highest dose activity change, negative = inhibition, usual class: inhibitors. 240,000 compounds, 0.006% hits. AID 2112;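 also: 0% = enzyme with vehicle and -100% = no enzyme basal signal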
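AC50 values come from Hill-equation fits of concentration-response data, normalized to no-enzyme and full-activity controls. Enzyme source: 1 ug human spleen homogenate; 1 mM fluorogenic 4-MU glucoside, pH 5.0 citrate buffer, 37 C, 40 min.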
GAA glycogen mod – inhibitors or activators of human alpha-glucosidase glycogen cleavage. P10253. recombinant GAA, glycogen substrate, Amplex Red glucose oxidase fluorescence. Potency, µM (titrated, usually from 76.4 µM), inactives show at the top dose activity change, negative = inhibition, usual class: inhibitors. 300,000 compounds, 0.38% hits;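 also: 0% = full enzyme reaction and -100% = no-enzyme basal signal; the screen sought inhibitors and activators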
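Recombinant human alpha-glucosidase (4 nM final) hydrolysed bovine liver glycogen (30 ug) for 40 min at 37 C in pH 5.0 citrate/phosphate with 0.01% Tween-20. Released glucose detected by glucose oxidase/Amplex Red, Ex 573/Em 610 nm. Compounds up to 77 uM; AC50 from Hill fits.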
HTT cytoprotect – Huntington cell model cytoprotection by ATP luminescence. Potency, µM (doses to about 56.4 µM), for the others: cytoprotection (ATP increase), hits mostly activators. 230,000 compounds, 0.14% hits. PC12 HTT-Q103 induced, cytoprotection, ATP luminescence, 40 h. AID 1471;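 also: % of control where 0% means no effect; nearly all actives have a fitted effect of over 45% in size; toxic huntingtin expression switched on by the ecdysone agonist tebufenozide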
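Readout: ATPlite luminescence (ATP level). Model: stable PC12, inducible Htt exon1 Q103-GFP. Inducer: tebufenozide, 100 nM final. Compounds: dose series. No G418 in medium.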
HttQ103 aggreg – inhibitors of mutant huntingtin aggregate formation in PC12 cells; PC12 HttQ103-GFP aggregates, Acumen cytometry, 40 h; Potency, µM (series often up to 46.1 µM), without a hit: top-dose activity change, negative = inhibition, usual class: inhibitors; 220,000 compounds, 1.1% hits; AID 1688; also: % is scaled to controls: 0 for no effect and ±100 for the full control effect; nearly all actives have a fitted effect of over 60% in size
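Steps: seed 1500 PC12 HTTQ103-GFP cells/well; add tebufenozide, 100 nM final; add compound titration; add ATPLite reagent; quantify GFP aggregates by laser scanning cytometry.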
* hit, by the source's call; ? = inconclusive; nt = no result given; & = joins results of further samples; [ ] = remark or other dose. Unless noted, calls follow the shape of the dose curve; as a rule, active = well fitted curve in the direction sought with a large enough effect; inconclusive = small, poorly fitted or top-dose-only effect, or another doubt; inactive = no such curve, though single readings can be large; an effect the other way counts as inactive or inconclusive. Potency is read from the fitted curve at half-maximal effect. These rows are one share of the data (hit frequency here may not be typical).

Results follow in this order: GAA inhib | RGS12 GoLoco inh | IMPase Li cell | GAA spleen mod | GAA glycogen mod | HTT cytoprotect | HttQ103 aggreg
- N#Cc1c(SCC(=O)Nc2ccccc2)nsc1SCC(=O)Nc1ccccc1
    0% | nt | nt | -12% | 18% | 18%[10 µM] | -30%
- CC1(O)CC(c2ccc(Cl)cc2)=NN1C(=O)c1ccc([N+](=O)[O-])cc1 (centres undefined)
    3% | 65%[activator] | -4% | 15% | -15% | ? | -11%[9.22 µM]
- CCN(CC)S(=O)(=O)c1ccc(N2CCOCC2)c(NC(=O)c2cc([N+](=O)[O-])ccc2Cl)c1
    0% | 8% | 4% | -3% | 7% | -21% | -21%
- O=c1[nH]c2cc3c(cc2cc1CN(Cc1cccnc1)Cc1nnnn1Cc1ccco1)OCCO3
    1% | 13% | 26%[38.3 µM] | -2% | 7% | -30% | -15%
- Cc1cccn2c(=O)c3cc(C(=O)NCCCN4CCCC4=O)n(C)c3nc12
    ? | -9% | -3%[38.3 µM] | 2% | -2% | 1%[10 µM] | -2%
- CN(C)CCC(=O)NCC1OCCc2ccccc21 (centres undefined)
    -2% | 0% | -8%[38.3 µM] | -1% | 1% | 3%[10 µM] | -2%
- CC(C)CN1CC[C@@]2(CCCN(C(=O)c3cc(C(F)(F)F)cc(C(F)(F)F)c3)C2)C1
    nt | 11% | 4% | -16% | nt | -3% | nt
- CCN(CC)c1ccc(C=Nc2ccc(C)cc2)c(O)c1
    2% | 15% | 5% | -6% | 10% | 24%[1.9 µM] | -13%
- CCOC(=O)C1(Cc2ccccc2)CCN(Cc2ccc(C3CCCCO3)s2)CC1 (centres undefined)
    nt | 11% | nt | -3% | -8% | 17%[10 µM] | -4%[9.22 µM]
- O=C(Nc1ccc(S(=O)(=O)N2CCCCC2)cc1)C1CCCN(C(=O)c2ccc(Cl)cc2)C1 (centres undefined)
    1% | -2% | 3% | 2% | -1% | -2%[10 µM] | -4%
- NC(=O)CC(NC(=O)Cc1ccc(Br)cc1)c1ccc(N2CCN(c3ccc(F)cc3)CC2)c([N+](=O)[O-])c1 (centres undefined)
    nt | 4% | nt | 0% | -2% | 17%[10 µM] | 8%[9.22 µM]
- CCC(C(=O)c1ccccc1)N(C(=O)c1ccccc1Cl)N1C(=O)C2C3C=CC(C3)C2C1=O (centres undefined)
    -8% | -12% | -3%[38.3 µM] | -7% | -7% | 2% | -13%
- CCO/N=C/c1ccc(OC)c(Oc2nc(OC)cc(OC)n2)c1
    -6% | -10% | 0% | 3% | 0% | -3% | -13%
- COC(=O)/C=C1/S/C(=N/N=C/c2ccc(N(C)C)cc2)NC1=O
    2% | 22% | -10% | -3% | 10% | -24%[10 µM] | -1%
- c1ccc(NC2=Nc3cccc4cccc2c34)cc1
    -2% | 2% | 3% | -13% | 1% | -18% | -14%
- O=C(O)c1ccc(N2C(=O)CC(N3C(=O)/C(=C/c4ccc(Cl)cc4)SC3=S)C2=O)cc1 (centres undefined)
    -7% | -1% | nt | -17% | -9% | 0%[10 µM] | -14%[9.22 µM]
- COc1ccccc1OCCNC(=O)C1CCCCC1
    5% | 10% | 3% | 4% | -3% | -25% | -1%[9.22 µM]
- COC(=O)c1ccc(NC(=S)Nc2cccc(C)n2)cc1
    -14% | -3% | -5% | -18% | -7% | 7%[10 µM] | 10%
- COc1ccc(C)cc1NC(=S)NNC(=O)c1ccccc1Cl
    3% | 11% | 12%[38.3 µM] | 4% | ? | -17% | -9%
- CC1=CC(C)(C)n2c(O)c(N=N)c3cc(C)cc1c32
    4% | -2% | 3% | -6% | 13% | 14%[10 µM] | -15%
- COc1cc(CCC(=O)Nc2ccc(S(=O)(=O)NC3=NCCCCC3)cc2)cc(OC)c1OC
    -6% | -5% | -2% | -17% | -13% | nt | 25%
- CCNC(=O)COC(=O)/C=C/c1cccs1
    1% | 5% | -7% | -1% | 0% | -4% | 5%
- Cc1csc(NC(=O)CCc2ccc(S(=O)(=O)N3CCOCC3)cc2)n1
    -12% | -3% | 18%[38.3 µM] | -10% | -57% | 13% | 8%
- CCOC(=O)C1CCCN(S(=O)(=O)c2ccc(Br)s2)C1 (centres undefined)
    ? | 6% | 17%[38.3 µM] | 0% | -2% | -8%[0.074 µM] | 11%
- CC1CC(NC(=O)/C=C/C(=O)O)CC(C)(C)C1 (centres undefined)
    nt | 1% | nt | -23% | 5% | 25%[10 µM] | 9%[9.22 µM]
- CC(=O)N(C)c1ccc(NC(=O)c2ccccc2C(=O)O)cc1
    -5% | -7% | -1%[38.3 µM] | -4% | 2% | -8% | 16%
- CC1(C)CC(NC(=O)CCc2ccccc2)CC(C)(C)N1
    0% | -5% | -6%[38.3 µM] | -8% | -9% | -13% | -6%
- Cc1cc(-c2nnc(CCC(=O)N(C)Cc3cccc4ccccc34)o2)no1
    15% | 20% | -7% | 3% | -6% | 10%[10 µM] | 4%[9.22 µM]
- Cc1cccc(OCc2nnc(SCC(=O)N3c4ccccc4Sc4ccc(Cl)cc43)o2)c1
    -7% | 12% | 6% | 3% | -10% | 3%[10 µM] | -10%
- CC(C)OC1(c2ccccc2)OC(=O)c2ccccc21 (centres undefined)
    nt | -8% | nt | 0% | -3% | 9%[10 µM] | 3%[9.22 µM]
- COC(=O)CCC(=O)OC1(C)C(=O)C=C2C=C(C3CC3)N(C(CO)CO)C=C2C1=O (centres undefined)
    nt | 1%[14.2 µM] | 3% | -3%[17.4 µM] | 7% | -13%&14%[10 µM] | 8%[9.22 µM]
- C(=N\NC1=Nc2cccc3cccc1c23)/c1ccccn1
    ? | 101%[activator] | 43%[activator] | -6% | -16% | -71%[inhibitor][10 µM] | ?
- CC1=C(C(=O)OC(C)C)C(c2cccs2)C(C(=O)OC(C)C)=C(C)N1
    -8% | 8% | 2% | -11% | -2% | 26%[1.9 µM] | 14%
- Nc1nc2nc(-c3ccc(Cl)cc3)cc(C(F)(F)F)n2n1
    ? | -2% | -29%[38.3 µM] | 3% | -7%[76.3 µM] | -1%[10 µM] | 28%
- COC(=O)c1cc(S(=O)(=O)NCc2ccc(S(N)(=O)=O)cc2)oc1C
    -7% | 10% | nt | 8% | 5% | 11%[10 µM] | 24%[9.22 µM]
- O=C(Cc1ccccc1)Nc1scc(-c2ccccc2)c1C(=O)N1CCOCC1
    0% | 8% | 19%[38.3 µM] | -8% | 9% | 13% | 15%
- COc1ccc(NC(C)=O)cc1S(=O)(=O)N1CCc2ccccc21
    ? | 9% | 2% | 1% | 5% | -15%[10 µM] | -29%[9.22 µM]
- COc1ccc(Cl)cc1N(CC(=O)N(C)C)S(=O)(=O)c1ccc(C)c([N+](=O)[O-])c1
    7% | 7% | 14% | 6% | 7% | -37%[inhibitor][1.9 µM] | -8%[9.22 µM]
- CCC(CC)C(=O)Nc1cccc(C(=O)Nc2ccc(OC)cc2[N+](=O)[O-])c1
    -1% | 6% | -3%[38.3 µM] | -1% | 13% | -8% | -1%
- CC1CC1c1ccc(/C=C(\C#N)C(=O)Nc2ccc(Cl)cc2)o1 (centres undefined)
    ? | 28% | 25% | -25% | 7% | 13%[10 µM] | -7%
- NS(=O)(=O)c1cc(C2(O)NC(=O)c3ccccc32)ccc1Cl (centres undefined)
    1%[15.4 µM] | -7%&-5% | 4%&-1% | 1%&9% | 3% | ? | -1%
- O=C(c1ccco1)N1CCN(S(=O)(=O)c2ccccc2[N+](=O)[O-])CC1
    -2% | -5% | 2% | 3% | -3% | -13% | 4%
- CC(=O)Nc1ccccc1OCc1nnc(-c2cccs2)o1
    -1% | 10% | 17%[38.3 µM] | -3% | 3% | 1% | -13%
- CCCn1c(=O)c(C(=O)Nc2c(C)n(C)n(-c3ccccc3)c2=O)c(O)c2ccccc21
    9% | 0% | 20%[38.3 µM] | 3% | -8% | 2% | -9%
- O=C(/C=C/c1ccc(Cl)cc1)Nc1nccs1
    -2% | 4% | 5% | -5% | ? | nt | -7%

Profiles, looked up by structure. Screens in order: GAA inhib, RGS12 GoLoco inh, IMPase Li cell, GAA spleen mod, GAA glycogen mod, HTT cytoprotect, HttQ103 aggreg
NS(=O)(=O)c1cc(C2(O)NC(=O)c3ccccc32)ccc1Cl (centres undefined) is entered as 1%[15.4 µM], -7%&-5%, 4%&-1%, 1%&9%, 3%, ?, -1%
O=C(c1ccco1)N1CCN(S(=O)(=O)c2ccccc2[N+](=O)[O-])CC1 is entered as -2%, -5%, 2%, 3%, -3%, -13%, 4%

(listing goes on)
Results follow in this order: GAA inhib | RGS12 GoLoco inh | IMPase Li cell | GAA spleen mod | GAA glycogen mod | HTT cytoprotect | HttQ103 aggreg
- CCOC(=O)C(=O)Nc1ccccc1C(=O)OCC
    ? | 6% | 12% | 1% | 20% | 27%[10 µM] | 28%[9.22 µM]
- Cn1nnnc1SCCOc1ccc(C#N)cc1
    -1% | 0% | -30%[38.3 µM] | -1% | 8% | -26%[0.074 µM] | -9%
- Cc1ccccc1Nc1nc(Cl)c(C=O)s1
    -7% | 45%[activator] | 4% | -6% | -6% | 10% | -13%
- CC1(C)CCc2nc(SCc3ccccc3)c(C#N)cc2C1
    -7% | 10% | 5% | 0% | 2% | 8%[1.9 µM] | -5%
- COc1ccc(-n2c(-c3cnccn3)n[nH]c2=S)cc1
    -1% | -11% | 1%[38.3 µM] | 2% | ? | -20% | 14%
- COc1ccc(NC(=O)CCCn2c(=O)[nH]c3ccccc3c2=O)cc1
    -5% | 5% | 1%[38.3 µM] | -4% | -2% | -17% | 8%
- Cc1ccc(C(=O)OCCc2sc[n+](Cc3ccccc3)c2C)cc1
    -1% | nt | nt | 3% | -5% | 4%[10 µM] | ?
- Cn1c(-c2ccccc2)cnc1SCC(=O)N1CCCc2ccccc21
    -3% | -1% | 26% | -1% | 11% | 20%[10 µM] | -7%
- Cn1c(CN2CCCC2)nc2cc(NC(=O)c3ccc(Cl)cc3)ccc21
    -1% | 13% | 16% | 6% | 10% | -11% | 17%
- Cc1cccc(N(CC(=O)N2CCN(c3ccc(F)cc3)CC2)S(C)(=O)=O)c1C
    2% | 2% | 0% | 0% | 13% | 22%[10 µM] | 14%[9.22 µM]
- CCN1CCCC1CNC(=O)CS(=O)(=O)Cc1nc(-c2ccccc2C)oc1C (centres undefined)
    4% | -3% | 37%[activator][38.3 µM] | 6% | 12% | -4% | -7%
- O=S1(=O)CC/C(=N/Nc2ccc(C(F)(F)F)cn2)c2cc(F)ccc21
    -5% | 9% | 0% | -2% | -2% | 18% | 1%
